Screens: PubChem BioAssay, National Center for Advancing Translational Sciences (NCATS)
Abeta rescue = restores growth of yeast expressing A-beta42 peptide | yeast expressing A-beta42, growth rescue, OD600, 48 h; response scale: 0% DMSO, 100% iron-clioquinol control | Potency, µM (top dose mostly 46.1 µM), for inactives: at the top dose growth rescue, most hits filed as activators | actives 0.063% (n = 410,000); also: potency is read from the fitted curve at half-maximal effect; nearly all actives have a fitted effect of over 55% in size
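Yeast growth medium received pinned compounds, then yeast cells expressing toxic A-beta were added; plates incubated at 30 C for 48 hr. Growth read as absorbance at 600 nm, normalized to DMSO and equimolar FeCl3 plus clioquinol controls.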
D3 ag = agonists of human D3 dopamine receptor; P35462; D3R DiscoveRx beta-arrestin cells, luminescence, 90 min; max activation, %; actives 0.58% (n = 410,000); AID 652048; in the data active = max activation above about 30%; also: 0% is about no effect; mostly tested at two doses, the higher about 12 µM
Target sequence (P35462 whole entry, looked up): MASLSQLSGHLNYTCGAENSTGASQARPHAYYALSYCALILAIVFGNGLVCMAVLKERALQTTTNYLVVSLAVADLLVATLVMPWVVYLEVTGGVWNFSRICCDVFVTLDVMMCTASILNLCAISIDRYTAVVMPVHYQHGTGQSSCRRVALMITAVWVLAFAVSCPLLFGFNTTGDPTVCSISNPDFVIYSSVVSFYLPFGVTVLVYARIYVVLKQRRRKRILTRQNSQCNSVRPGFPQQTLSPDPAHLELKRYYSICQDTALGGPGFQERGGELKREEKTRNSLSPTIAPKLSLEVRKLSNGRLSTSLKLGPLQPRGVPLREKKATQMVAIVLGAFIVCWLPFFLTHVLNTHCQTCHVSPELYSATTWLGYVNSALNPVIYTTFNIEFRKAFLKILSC
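Cells at 1500/well, incubated overnight, then treated with pinned compounds (dopamine as control) for 90 min at 37 degrees C. DiscoveRx reagent added for 30 - 60 minutes at room temperature; luminescence read.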
DRD3 antagonist = blocks the human D3 dopamine receptor; P35462; D3R cells, DiscoveRx beta-arrestin luminescence, antagonist mode; hits give low values; max response, negative = inhibition, %; actives 2.5% (n = 360,000); AID 652054; in the data active = max response below about -50%; inconclusive = no clear call, values can overlap the other calls; also: % is scaled to controls: 0 for no effect and ±100 for the full control effect; mostly tested at two doses, the higher about 12 µM
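Cells plated overnight at 1500 cells/well, then exposed to library compounds with dopamine controls for 90 minutes at 37 degrees C. DiscoveRx reagent added for 30–60 minutes at room temperature; luminescence read, quantitative HTS format.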
TDP43 rescue = inhibitors of TDP-43 toxicity in yeast. TDP-43 expressing yeast growth rescue, BacTiter-Glo, 24 h. Potency, µM (highest dose often 46.1 µM), without a hit: top-dose growth rescue (activation), most hits filed as activators. actives 1.8% (n = 410,000). AID 652104; also: potency is read from the fitted curve at half-maximal effect; % of control where 0% means no effect; nearly all actives have a fitted effect of over 50% in size
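Cell-based yeast growth screen: TDP-43 expression induced in galactose, inoculum OD600=0.02 after raffinose pregrowth to mid-log. Read-out BacTiter-Glo luminescence at 24 hr, 30 deg C; inhibition of toxicity seen as signal increase.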
EPAC2 ag = EPAC2 (human) agonism | Q8WZA2 | EPAC2 activation, biochemical qHTS; response scale: 100% = 6.5 mM cAMP response | Potency, µM (highest dose often 154 µM), inactives show at the highest dose activation, hits mostly activators | actives 0.079% (n = 360,000) | AID 720711; also: potency is read from the fitted curve at half-maximal effect; nearly all actives have a fitted effect of over 50% in size
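qHTS, titration series. 100 nM EPAC2 / 250 nM Rap1B-BODIPY-GDP / 50 uM GDP; RT; ex 480/em 540 nm, 5-min reads to 30 min. Norm. to 6.5 mM cAMP = activation.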
aSyn rescue = inhibitors of alpha-synuclein toxicity in yeast; Yeast expressing alpha-synuclein, growth rescue, BacTiter-Glo, 24 h; Potency, µM (highest dose often 46.1 µM), inactives show at the highest dose growth rescue (activation), most hits filed as activators; actives 0.14% (n = 370,000); AID 652106; also: potency is read from the fitted curve at half-maximal effect; % of control where 0% means no effect; nearly all actives have a fitted effect of over 65% in size
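Rescue of yeast growth: cells expressing toxic alpha-synuclein, induced in galactose at OD600 0.02, incubated with compound 24 h at 30 C. ATP luminescence quantified growth; inhibitors of toxicity appear as activators.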
FUS suppressor = FUS proteinopathy suppression in yeast | S. cerevisiae FUS-expressing, growth rescue, OD600, 24 h | Potency, µM (series often up to 76.6 µM), without a hit: at the highest dose growth rescue (activation), most hits filed as activators | actives 0.24% (n = 390,000);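 also: potency is read from the fitted curve at half-maximal effect; plate controls were DMSO vehicle for no effect and reference control for full effect; nearly all actives have a fitted effect of over 55% in size; some results filed as inactive show a strong effect at the top dose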
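Steps: raffinose overnight preculture; dilution to OD 0.005 in 2% galactose minimal medium; compound addition (concentration series); 24hr at 30C, 99% humidity; absorbance read at 600 nm.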
EPAC2 antag = antagonists of human EPAC2; actives 0.18% (n = 360,000); AID 720708; EPAC2 GEF exchange of Rap1B-BODIPY-GDP, fluorescence; Potency, µM (top dose mostly 114 µM), for the others: top-dose activity, negative = inhibition, most hits filed as inhibitors; also: potency is read from the fitted curve at half-maximal effect; % is scaled to controls: 0 for no effect and ±100 for the full control effect; nearly all actives have a fitted effect of over 45% in size; many of its hits are not listed in these tables
Starred values were filed as active, the others as inactive; ? = inconclusive; / = no result given; [ ] = another dose, or the depositor's remark. Unless noted, calls follow the shape of the dose curve; as a rule, active = well fitted curve in the direction sought with a large enough effect; inconclusive = small, poorly fitted or top-dose-only effect, or another doubt; inactive = no such curve, though single readings can be large; an effect the other way counts as inactive or inconclusive. Some of the compounds tested (hit frequency here may not be typical).

SMILES | Abeta rescue | D3 ag | DRD3 antagonist | TDP43 rescue | EPAC2 ag | aSyn rescue | FUS suppressor | EPAC2 antag
Cc1ccc(N2C(=O)C3C4C=CC(CNC(=S)Nc5cccc(Cl)c5)(O4)C3C2=O)cc1 (stereo not given) | -17% | 2 | 4 | ? | -1% | -50%[inhibitor] | / | -14%
C/C=C(\C)C(=O)NCCN1C2=NC[C@H](C(C)C)N2C[C@@H]1Cc1ccc(OC)cc1 | -8% | 0 | 15 | 3% | 1% | 1% | -18% | 2%
CCOCCCNC(=O)c1cc2sc(Cl)cc2n1CC | -23% | -7 | -19 | ? | 3% | -10% | -12% | -6%
CCOP(=O)(OCC)c1nc(-c2cccc3ccccc23)oc1N1CCOCC1 | -4% | 1 | 3 | 24% | 5% | 10% | 40% | 3%
Cc1ccc(NC(=O)CCCN2C(=O)NC(C)(C)C2=O)cc1 | 4% | 5 | -4 | -8% | -1% | -1% | / | 4%
O=C(CSc1nnc2ccccn12)NC(=O)NC1CCCCC1 | 5% | 5 | 28 | -8% | -4% | 1% | 1% | 1%[57.1 µM]
CCOC(=O)C1=C(COC(=O)C2CC(=O)N(CCc3ccccc3)C2)NC(=O)NC1C (stereo not given) | 3% | 0 | 8 | 11% | -4% | 2% | 15% | 8%
COc1cc(NC(=O)CSc2nc3c(C)ccc(C)c3cc2C)c(C(=O)O)cc1OC | 5% | -6 | -10 | 13% | -15% | 1% | / | -10%
COc1cc(Cl)ccc1NC(=S)N(CCN(C)C)C(C)c1ccncc1 (stereo not given) | 0% | 3 | -15 | -13% | 5% | -1% | -17% | 1%
O=C(O)CCN1C(=O)c2ccccc2Sc2ncccc21 | 9% | 1 | 11 | 5% | -2% | 2% | 3% | -7%
C=CCC(=O)NC1CCCc2c1cnn2-c1cc(F)cc(F)c1 (stereo not given) | -2% | 1 | 2 | 19% | -5% | 3% | 10% | -2%
CCOC(=O)CSc1nnc(CNC(=O)c2ccc(OC)c(OC)c2)n1C | -5% | 0 | -21 | -9% | 10% | -4% | 16% | -5%
Cc1nn(-c2ccccc2)c(=O)c2noc(C)c12 | 3% | 6 | -4 | 4% | 11% | -1% | 9% | 6%
Cc1ccc(NS(=O)(=O)c2ccc3c(c2)NC(=O)CCS3)c(Cl)c1 | 10% | 1 | -16 | -2% | -1% | 1% | -4% | 0%
CC(C)C(c1nnnn1Cc1ccco1)N1CCN(c2cccc(Cl)c2)CC1 (stereo not given) | -15% | -4 | -28 | 1% | 19% | 12% | 26% | 9%
CCOC(=O)C1(CCOc2ccccc2)CCN(Cc2cccc(OCCO)c2)CC1 | 3% | -12 | -16 | 21% | -6% | 12% | 19% | -2%
CCCCNC(=O)c1nc(-c2cccnc2OC)oc1-c1ccc(Cl)cc1 | -5% | -4 | 24 | 1% | 8% | 7% | -9% | 5%
Cc1nc2ccc(Cl)cc2c(-c2ccccc2F)c1CC(=O)O | 10% | 1 | 0 | 15% | 8% | 9% | / | 0%
O=C(c1cccn2c(=O)c3cc(Cl)ccc3nc12)N1CCN(c2ccccc2F)CC1 | -6% | 9 | / | 25% | / | / | -23% | /
CCN(CC)C(=O)CSc1nc(-c2ccccc2F)nc2c1Cc1c(CO)cnc(C)c1O2 | -9% | 2 | / | -17% | / | / | 48% | /
CC(=O)N1CC[n+]2c(-c3ccc(Cl)cc3)csc21 | ? | -9 | ? | 5% | 11% | -24% | ? | -4%
S=C(Nc1ccccc1Cl)N1CCC(c2ccccc2)C1 (stereo not given) | -4% | 3 | 2 | 2% | 1% | ? | -14% | -3%
COc1ccc(C(=O)N/N=C/c2ccc(OC(=O)c3cccs3)cc2)cc1 | -19% | -4 | 15 | -34%[inhibitor] | 13% | -3% | / | 1%
CC(C)N(C(=O)COC(=O)[C@H](C)NC(=O)c1ccco1)c1ccccc1 | 7% | -1 | 9 | 3% | 14% | -10% | -24% | 12%
CC(C)OC(=O)c1cccc(C(=O)Oc2ccccc2)n1 | -4% | 2 | -59* | -20% | -1% | 2% | -15% | 3%
Going on with the list:
SMILES | Abeta rescue | D3 ag | DRD3 antagonist | TDP43 rescue | EPAC2 ag | aSyn rescue | FUS suppressor | EPAC2 antag
COc1ccc(-n2c(SCC#N)nc3c(sc(=S)n3-c3ccccc3)c2=O)c(OC)c1 | -11% | 3 | 5 | 12% | -1% | -11% | 23% | -5%
CCCCNC(=O)CCCCCn1c(=O)[nH]c2cc(C(=O)OC)ccc2c1=O | -5% | -5 | -1 | -18% | -6% | -4% | ? | 4%
Cc1ccc(-c2nnc3sc(C4COc5ccccc5O4)nn23)cc1 (stereo not given) | -16% | -6 | 63 | -19% | 10% | -45%[inhibitor] | 43% | 2%
CCCCC(=O)NC(N1CCCCC1)C(Cl)(Cl)Cl (stereo not given) | -12% | -1 | -1 | -9% | 6% | 3% | -5% | 11%
COc1ccc(C)cc1N(CC(=O)NCCN1CCOCC1)S(=O)(=O)c1ccccc1 | -5% | -22 | ? | 4% | 3% | -4% | 5% | 5%
CC1(C(=O)NS(=O)(=O)c2cccs2)CCN1C(=O)Cc1ccc(-c2ccccc2)cc1 (stereo not given) | -8% | 6 | 16 | 16% | 6% | 5% | 13% | ?
CCC(CC)c1nnc(NC(=O)c2cccc(S(=O)(=O)N3CCOCC3)c2)s1 | 21% | -1 | 15 | -14% | -7% | 0% | 30% | -10%
COc1ccc(N(C)S(=O)(=O)c2ccc(Cl)c(C(=O)NNC(=O)c3ccccc3O)c2)cc1 | -22% | -7 | -6 | 9% | 18% | -5% | 22% | -1%
CC(C)(C)c1ccc(COC(=O)CNC(=O)CNC(=O)Cc2ccccc2)cc1 | 21% | -5 | 17 | -2% | -3% | 1% | 0% | 5%
O=C(COC(=O)c1ccc2c(c1)OCCO2)NCc1ccc(Cl)cc1 | 1% | 5 | 10 | 11% | -4% | 0% | -44% | 22%
COc1ccc(CNC(=O)C(C)n2ccc3cc(S(=O)(=O)N4CCCC4)ccc32)cc1OC (stereo not given) | -12% | 8 | / | 22% | / | / | 12% | /
COc1cccc(O)c1CN1CCC(Oc2ccc(C(=O)NCc3ccccn3)cc2)CC1 | 17% | 1 | -9 | -4% | -5% | 3% | -5% | -1%
COc1ccc(C2NCCc3sccc32)cc1 (stereo not given) | 11% | 73* | 11 | -3% | 7% | 0% | 18% | 2%
Cc1oc(-c2ccccc2F)nc1CS(=O)(=O)CC(=O)NCCN1CCCC1 | 0% | -14 | 4 | -17% | 7% | -6% | 9% | 1%
COc1ccc(-c2cc(C(F)(F)F)c3c(n2)sc2c(O)cc(=O)[nH]c23)c(OC)c1 | -6% | -4 | 11 | -3% | 6% | 5% | / | -2%
COCCCNC(=O)C1CCN(c2ncccn2)CC1 | 3% | 5 | 17 | -2% | -2% | 0% | -3% | -2%[57.1 µM]
O=C(NCCCO)c1ccc(CSc2nc3ccccc3[nH]2)cc1 | 4% | 12 | 13 | -4% | 5% | -1% | 21% | 3%
CC1(C)CC(=O)C2=C(C1)N1CCCCC1CC2=O (stereo not given) | -10% | 2 | 1 | -3% | 6% | 0% | -3% | 2%
OC1(c2cccs2)CN(c2ccc(Br)cc2)C2=[N+]1CCCS2 (stereo not given) | 13% | -13 | -11 | 10% | 6% | 2% | -13% | 3%
Nn1c(SCC(=O)Nc2ccc(N3CCOCC3)cc2)nnc1-c1cccc(F)c1 | -6% | -7 | -7 | -15% | 2% | -5% | 16% | 6%
CCOc1ccccc1OCCCC(=O)N1CCN(S(=O)(=O)c2ccc(C)cc2C)CC1 | 17% | 0 | 4 | ? | 7% | ? | 32% | -9%
Clc1ccccc1-c1nnc2sc(-c3ccccn3)nn12 | -11% | -3 | -1 | -7% | 9% | -5% | ? | -6%
Fc1ccc(-c2nc3nc4ccccc4nc3n2Cc2ccco2)cc1 | 13% | 5 | 25 | 4% | -10% | 3% | 6% | 0%
Cc1nc2cc(NC(=O)COc3ccc(C#N)cc3)ccc2n1-c1ccccc1 | 0% | -4 | 0 | 20% | 3% | 0% | 17% | -4%
CC(Cl)C(=O)Nc1cc(C(C)(C)C)nn1-c1ccccc1 (stereo not given) | -2% | 1 | 8 | 4% | 8% | 3% | -15% | 10%

Structures listed so far that have a furan ring, fused or not, in the order listed:
SMILES | Abeta rescue | D3 ag | DRD3 antagonist | TDP43 rescue | EPAC2 ag | aSyn rescue | FUS suppressor | EPAC2 antag
CC(C)C(c1nnnn1Cc1ccco1)N1CCN(c2cccc(Cl)c2)CC1 (stereo not given) | -15% | -4 | -28 | 1% | 19% | 12% | 26% | 9%
CC(C)N(C(=O)COC(=O)[C@H](C)NC(=O)c1ccco1)c1ccccc1 | 7% | -1 | 9 | 3% | 14% | -10% | -24% | 12%
Fc1ccc(-c2nc3nc4ccccc4nc3n2Cc2ccco2)cc1 | 13% | 5 | 25 | 4% | -10% | 3% | 6% | 0%

Continued:
SMILES | Abeta rescue | D3 ag | DRD3 antagonist | TDP43 rescue | EPAC2 ag | aSyn rescue | FUS suppressor | EPAC2 antag
O=C(NCCC1=CCCCC1)c1ccc2c(c1)ncn2-c1cccc(Cl)c1 | -7% | 0 | / | 7% | / | / | 17% | /
CC(=O)[C@@]1(O)Cc2c(O)c3c(c(O)c2[C@H](O[C@H]2C[C@H](N)[C@H](O)[C@H](C)O2)C1)C(=O)c1ccccc1C3=O | -60%[inhibitor] | / | / | / | ? | / | 19% | 178%[activator]
Cc1ccc(/C=C2\SC(N)=NC2=O)s1 | 0% | -6 | -26 | 6% | 8% | -2% | / | 6%
Cc1cccc(-n2nc3c([n+]2[O-])CCc2nonc2-3)c1C | 14% | 2 | 12 | 12% | -4% | 3% | -8% | -2%
COC(=O)Nc1ccc(S(=O)(=O)N2CCCC(C(=O)NCC3CCCO3)C2)cc1 (stereo not given) | -2% | -4 | 0 | 16% | -9% | 2% | 6% | -20%
CC(C)C12CN3CC(C(C)C)(CN(C1)C3c1ccco1)C2=O (stereo not given) | -1% | -6 | 14 | -2% | -2% | -18% | 16% | 5%
Cc1noc(C)c1COc1ccc(C(=O)NNC(=O)c2ccccc2O)cc1 | -10% | -15 | 2 | -7% | 2% | -8% | 24% | 14%
COCCn1c(=NC(=O)C2COc3ccccc3O2)sc2cc(S(N)(=O)=O)ccc21 (stereo not given) | -6% | 0 | 3 | 11% | -8% | 3% | 3% | 0%
O=C1C=C(NCc2ccc(Cl)c(Cl)c2)C2(CCCCC2)O1 | 13% | -12 | 5 | -10% | 25% | 12% | 8% | -15%
